MITF TRPM1 HTS = increases MITF-driven TRPM1 promoter luciferase signal; SK-MEL-5 TRPM1-promoter luciferase, 24 h; % of positive control, neutral wells = 0; activation, % at 12.5 µM; hit rate 0.75% among 300,000;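 active means mean activation of at least 80% with every replicate also reaching 80%; inconclusive means mean reaches 80% but some replicate falls short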;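 further: 0% = neutral control wells and 100% = parthenolide positive control wells; values of inactives mirror those of a sister screen read the other way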
CDK5 p35 inh = blocks human CDK5/p35 kinase activity; inhibition, % at 10 µM; Q00535+Q15078; Recombinant CDK5/p35, ADP-Glo luminescence, 60 min; hit rate 0.01% among 330,000; AID 488839;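 active means highest replicate inhibition of at least 50% and at least 75% of replicates reaching 50%; inconclusive means only one of the two criteria met; inactive means both criteria failed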;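 further: plate controls were DMSO neutral control for no effect and GW8510 at 10 µM for full effect; many of its hits are not listed in these tables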
Target sequence (Q00535 whole entry, looked up): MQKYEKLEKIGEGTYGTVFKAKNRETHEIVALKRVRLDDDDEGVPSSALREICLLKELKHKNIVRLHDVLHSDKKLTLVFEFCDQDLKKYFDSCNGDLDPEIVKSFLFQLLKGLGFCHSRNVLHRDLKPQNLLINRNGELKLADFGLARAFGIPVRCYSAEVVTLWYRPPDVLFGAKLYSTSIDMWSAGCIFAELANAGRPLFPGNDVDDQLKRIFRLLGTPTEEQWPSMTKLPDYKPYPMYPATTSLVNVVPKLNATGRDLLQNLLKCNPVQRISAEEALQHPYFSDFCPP
Target sequence (Q15078 whole entry, looked up): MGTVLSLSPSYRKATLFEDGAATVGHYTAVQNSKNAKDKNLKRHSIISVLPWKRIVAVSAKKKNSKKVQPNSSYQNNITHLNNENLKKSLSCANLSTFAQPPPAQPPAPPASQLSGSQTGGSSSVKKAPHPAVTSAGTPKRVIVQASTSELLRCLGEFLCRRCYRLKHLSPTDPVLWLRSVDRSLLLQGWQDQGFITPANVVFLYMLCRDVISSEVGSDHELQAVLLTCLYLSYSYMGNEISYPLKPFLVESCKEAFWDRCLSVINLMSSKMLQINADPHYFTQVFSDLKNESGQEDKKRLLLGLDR
HTR5A inv ctr = counter-screen for OPRM1-OPRD1 inverse agonists: human HTR5A inverse agonism. P47898. HTR5A cell line, luminescence. inhibition, % at 9.3 µM. hit rate 0.083% among 340,000; in the data active means inhibition mostly above about 23%, no sharp cut-off; inactive means mostly below about 18%;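 further: 0% = cells with DMSO and 100% = no-cell wells with DMSO; some compounds called inactive have numbers as strong as hits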
Target sequence (P47898 whole entry, looked up): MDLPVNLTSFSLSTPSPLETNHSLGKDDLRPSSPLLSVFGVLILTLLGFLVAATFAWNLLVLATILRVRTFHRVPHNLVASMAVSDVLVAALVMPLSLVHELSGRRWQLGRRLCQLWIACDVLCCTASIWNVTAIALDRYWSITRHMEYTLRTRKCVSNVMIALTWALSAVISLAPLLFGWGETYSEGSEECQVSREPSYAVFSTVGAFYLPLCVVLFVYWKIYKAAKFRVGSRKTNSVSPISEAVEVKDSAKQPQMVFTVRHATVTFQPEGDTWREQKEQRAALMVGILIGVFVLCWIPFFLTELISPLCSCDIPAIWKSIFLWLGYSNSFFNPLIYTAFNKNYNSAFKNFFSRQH
Wnt act = activators of Wnt/beta-catenin signaling | Wnt/beta-catenin reporter cell assay, activator, plate reader | hit rate 1.2% among 300,000 | AID 743398 | activation, % at 9.35 µM; in the data active means activation above about 30%, passing the limit was not always enough; inconclusive means no clear call, values can overlap the other calls;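 further: 0% = neutral control wells and 100% = positive control wells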
PvdQ inh = P. aeruginosa PvdQ acylase inhibition; purified PvdQ acylase, fluorescence plate reader; inhibition, % at 10 µM; hit rate 0.063% among 340,000; AID 488965; in the data active means inhibition above about 30%, passing the limit was not always enough; inconclusive means no clear call, values can overlap the other calls;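 further: 0% = vehicle neutral wells and 100% = reference inhibitor wells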
HTR5A ag ctr = counter-screen for OPRM1-OPRD1 agonists: human HTR5A agonism; P47898; HTR5A agonist assay, luminescence, cell-based; activation, % at 9.3 µM; hit rate 0.61% among 340,000; in the data active means activation mostly above about 9.5%, no sharp cut-off; inactive means mostly below about 7.6%;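 further: 0% = cells with vehicle only and 100% = reference agonist; strong numbers were not always called active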
SR-BI HDL uptake = mouse SR-BI HDL lipid transfer inhibition; Q61009; ldlA[mSR-BI] CHO cells, DiI-HDL uptake fluorescence, 3 h; inhibition, % at 12.5 µM; hit rate 0.96% among 320,000;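 active means mean replicate inhibition of at least 70% and a set share of replicates each scoring 70 or more; inconclusive means meets just one of the two criteria; inactive means fails both criteria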;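 further: 0% = median of neutral control wells and 100% = median of positive control wells; values of inactives mirror those of a sister screen read the other way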
V-ATPase pH = alters yeast V-ATPase proton transport | S. cerevisiae, pHLuorin cytosolic pH fluorescence | hit rate 0.37% among 350,000 | response, % at 10 µM | AID 504577; in the data active means response mostly above about 7.3%, no sharp cut-off; inactive means mostly below about 5.4%; further: actives read high; inactives centre near 0; some compounds called inactive have numbers as strong as hits; reference of the scale not given here
dFosB activator = activators of mouse delta FosB homodimer | AID 493131 | P13346 | hit rate 0.99% among 340,000 | activation, % at 25 µM | purified delta FosB, TAMRA-CDK5 oligo fluorescence polarization; percent of positive-control signal above neutral wells;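 active means mean activation above about 17%, with every replicate also reaching it, limit read from the data, passing the limit was not always enough; inconclusive means only one of the two conditions met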;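 further: fluorescence polarization rise as delta FosB binds a TAMRA Cdk5 AP-1 oligo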
NSD2 HMT inh = NSD2 (human) methyltransferase inhibition; AID 743445; hit rate 0.54% among 310,000; NSD2 peptide methylation, AlphaScreen, 120 min; inhibition, % at 12.5 µM; O96028; in the data active means inhibition above about 50%
Starred values were filed as active, the others as inactive; ? = inconclusive; / = not tested or not shown.

SMILES	MITF TRPM1 HTS	CDK5 p35 inh	HTR5A inv ctr	Wnt act	PvdQ inh	HTR5A ag ctr	SR-BI HDL uptake	V-ATPase pH	dFosB activator	NSD2 HMT inh
C=CCn1c2ccccc2c2nnc(SCCCn3c(=O)[nH]c4ccccc43)nc21	-3.4	-1.8	7.2	/	-12.8	7.8	35.0	-3.5	-28.8	/
CCn1c(SCc2nc(-c3ccccc3)no2)nc2ccccc21	/	-0.7	-4.5	-4.6	-0.2	1.5	2.6	7.6	-2.2	/
CC(C)(C)C(=O)NC(CC(=O)O)c1ccccc1 (centres undefined)	9.4	-7.7	0.7	1.4	-11.2	-0.2	-11.4	0.3	-5.7	3.8
CCCOc1ccc(C(=O)CCN2CCN(C(=O)OCC)CC2)cc1	-1.8	1.8	-13.4	-0.3	-10.0	1.1	-27.2	-2.1	-9.4	-0.3
O=C(NC(=S)Nc1ccc(Cc2ccncc2)cc1)c1ccc(F)cc1	20.6	-1.9	23.6	1.0	-16.2	2.5	9.0	-1.4	-3.2	-0.2
COC(=O)c1c(NC(=O)CSc2ncnc3[nH]ncc23)sc2c1CCC2	-5.9	1.1	5.2	-3.3	-9.8	-1.9	33.0	-1.3	28.8*	4.6
COc1cccc(CN2CCN(Cc3cccn3-c3cccnc3)CC2CCO)c1 (centres undefined)	-8.9	-0.7	3.4	-5.0	10.5	3.3	-20.1	4.0	-3.8	4.4
CCN(C(C)=O)c1ccc(Oc2nc(OC)cc(OC)n2)cc1	-12.6	1.1	4.5	6.2	-3.2	-1.9	11.3	0.3	-2.3	-3.0
Cc1cc(SCc2ccccc2)nc(=O)[nH]1	18.2	0.7	14.7	1.3	-5.1	-5.5	-15.3	-0.4	-7.4	0.8
COc1cc(C(=O)Nc2cc(Cl)ccc2C)c(-n2cnnn2)cc1OC	/	-1.0	-0.9	1.3	-3.6	1.0	8.4	0.8	-4.0	-1.0
CC(=O)OCc1cc(-c2nn(C)c(=O)c3ccccc23)ccc1C	18.2	-0.8	-10.1	-0.5	-2.4	2.5	-31.2	-0.6	-10.3	1.4
CN(C)c1ccc(C(=O)/C=C/c2ccco2)cc1	52.0	0.5	4.0	/	-0.7	4.4	-11.6	3.5	-3.8	4.6
CC(C)NS(=O)(=O)c1ccc(CCC(=O)N2CCc3ccccc3C2)cc1	-4.0	2.7	-21.6	-0.3	-5.4	7.6	31.2	2.5	-5.0	-1.7
CCOC(=O)N1CCN(C(=O)CSc2ccc(-c3ccncc3)nn2)CC1	-8.6	0.2	8.1	-1.2	-2.9	-3.3	-23.2	1.4	-2.0	-3.5
O=C(CN(Cc1ccco1)C(=O)c1cc(=O)[nH]c2ccccc12)Nc1ccccc1Br	11.5	-0.8	-3.1	/	-4.0	-2.4	-23.4	-0.2	-7.3	12.2
CC(=O)N1CCN(c2ccccc2NC(=O)c2ccc3ccccc3c2)CC1	/	-2.3	-3.1	4.5	2.6	1.1	/	-3.1	-2.4	53.5*
O=C(N/N=C/c1ccco1)c1ccc(N2CCCC2=O)cc1	15.0	0.5	-9.4	7.3	4.2	2.7	-34.1	0.9	2.1	0.5
CC[n+]1c(/C=C2\Sc3ccccc3N2C)ccc2cccc(C)c21	-103.4	0.3	20.9	-2.2	-2.6	-4.0	75.8*	1.6	-70.2	20.2
Cc1ccc(-n2c(C)cc(/C=N/NC(=O)c3ccncc3)c2C)c(C)c1	-8.1	-0.1	5.1	/	-6.0	1.6	-23.9	2.1	-16.2	6.9
Cc1[nH]c2ccc(-c3nnc(SCC(=O)NCc4ccco4)n3Cc3ccccc3)cc2c1C	-11.5	0.1	-11.3	-3.2	5.6	4.1	26.1	2.8	-0.1	4.3
O=C(CCCc1cccs1)N1CCN(S(=O)(=O)c2ccccc2Br)CC1	8.3	-0.6	-9.0	-4.0	-5.2	-3.5	15.1	-4.0	-7.5	-0.3
Cc1ccccc1SCC(=O)NCCCn1ccnc1	3.1	0.8	18.3	-3.1	-1.4	0.1	1.6	-4.1	-3.0	-5.3
CCCCCCC1CCC(c2nc(-c3ccncc3)no2)CC1 (centres undefined)	/	4.7	17.6	/	-14.3	-4.4	-8.8	-3.0	1.3	-5.1
COc1cccc(-c2cc(C(=O)NC3CCCCC3)no2)c1	115.3*	0.9	-17.5	4.1	-10.6	6.2	-2.5	-3.6	-8.3	-6.8
COc1cccc(NC(=O)N(Cc2cc3cc(C)cc(C)c3[nH]c2=O)CC2COCCO2)c1 (centres undefined)	-2.9	0.3	-21.7	-6.2	-18.8	0.5	10.6	-5.7	-9.9	-0.8
Cc1ccc(S(=O)(=O)N2CCCCC2)cc1C(=O)N(C)CC(=O)Nc1ccc(Cl)c(C(F)(F)F)c1	-18.6	-4.0	-22.0	-5.4	-15.3	3.0	44.5	0.4	-12.6	-3.4
COc1ccc(Cn2c(=O)n(Cc3ccco3)c(=N)c3c4c(sc32)COC(C)(C)C4)cc1	-2.4	0.7	1.4	/	-8.1	3.7	20.3	2.4	-6.1	8.1
Cc1c(NC(=O)COC(=O)C2CC3C=CC2C3)c(=O)n(-c2ccccc2)n1C (centres undefined)	0.3	-0.5	-23.3	/	-3.9	6.4	2.3	0.0	3.2	-0.8
COc1ccc(NC(=O)N(CCCN(C)C)Cc2cc3cc(OC)ccc3[nH]c2=O)cc1	14.0	/	-1.1	1.3	-10.7	3.1	-29.5	-3.4	3.8	4.3
COc1cc2c(cc1OC)CN(CC(=O)Nc1ccccc1SC)CC2	-6.1	0.2	10.1	-0.1	5.5	-1.5	19.3	-3.8	-9.9	-1.2
CNC(=S)N/N=C/c1ccc(C(C)C)cc1	56.8	1.1	-7.3	/	-2.0	0.9	5.7	0.2	-7.2	/
COc1cccc(Nc2nnc(SCC3CCCCO3)s2)c1 (centres undefined)	27.8	-0.5	-5.6	1.4	-1.1	-2.1	-18.7	0.3	1.8	1.4
CCC1CCC(NC(=O)Nc2cccc(OC)c2)CC1 (centres undefined)	?	0.2	-7.3	57.2*	-6.4	2.7	7.3	0.8	1.1	21.5
O=c1oc2ccccc2c(O)c1C=Nc1cccnc1	-11.7	-0.8	5.3	1.5	-11.7	-1.9	-5.1	0.5	-4.9	1.0
Nn1cnc2c([nH]c3ccccc32)c1=O	-8.4	-1.8	-15.9	-1.5	-9.5	2.4	-49.7	-3.0	-3.4	/
O=C1COc2ccc(S(=O)(=O)N3CCN(c4cccc(Cl)c4)CC3)cc2N1	-8.3	0.2	-38.3	-1.4	3.3	0.2	0.5	0.1	-2.5	-4.8
Cc1ccccc1/C=C/C(=O)N1CCOCC1	23.5	-2.4	-21.8	12.5	-4.7	5.0	-33.4	-3.5	0.0	-0.7
CC(C)CN1C(=O)C(=O)N(CC(=O)N2c3ccccc3NC(=O)CC2C)C1=O (centres undefined)	1.3	-1.9	-15.4	-3.7	-6.9	-5.0	14.9	-2.8	0.5	-2.0
CCOC(=O)N1CCC(n2c(SCC(=O)NCCC3=CCCCC3)nc3ccccc3c2=O)CC1	-11.4	0.4	9.4	/	0.3	-1.4	5.6	0.1	-9.6	-0.2
O=C(C1CCC1)N1CCc2cc(S(=O)(=O)NCc3ccccn3)ccc21	6.4	-2.0	5.9	/	-3.1	-2.5	10.5	1.3	1.4	-2.0
O=C(O)c1ccccc1C=NNc1ccccn1	4.5	1.7	16.0	3.9	-2.5	-4.1	3.8	-3.3	4.3	-1.8
Cc1cc(OC(=O)c2ccc(F)cc2)c([N+](=O)[O-])c(=O)[nH]1	-12.5	-1.3	4.0	-0.1	-6.7	-1.1	-3.5	1.3	-4.0	4.8
COc1cccc(Nc2ccc(-n3ccnc3)nn2)c1	4.6	3.4	2.0	4.0	-16.3	-0.7	12.1	0.8	0.3	-4.0
C=CCOc1ccc(/C=C2\C(=N)N3N=C(S(=O)(=O)CC)SC3=NC2=O)cc1OC	4.7	-4.1	-5.7	-1.4	-19.3	2.3	-9.9	0.4	-3.7	5.4
COc1cc(OC)c(C2=Nc3ccc(Br)cc3C(c3ccccc3)N2CC(=O)NN)cc1OC (centres undefined)	2.7	-1.7	14.3	36.6*	-9.5	0.0	6.7	-2.1	-0.6	0.0
N=c1oc2ccccc2cc1C(=O)NCc1ccccc1	-7.3	-4.3	-14.0	0.1	-11.2	3.8	-1.3	2.8	-5.1	0.6
Cc1nc(N2CCOCC2)c2c(C)c(C(=O)Nc3ccc(F)cc3Cl)sc2n1	21.6	-1.1	-17.3	-0.2	-12.5	5.8	28.8	6.0	-9.1	-1.9
O=C(NCc1ccccc1)c1cnc2n(c1=O)CCS2	-11.3	0.2	-14.8	/	2.4	0.6	-21.5	-3.6	-4.2	2.9
Nn1c(SCC(=O)Nc2nnc(-c3ccccc3)o2)nnc1C1CC1	1.4	0.1	-20.8	1.0	6.6	7.6	-20.4	-7.2	5.4	11.2
CCNC(=O)COC(=O)c1cc(-c2ccccc2)nn1-c1ccccc1	-1.3	-0.2	8.1	-1.7	-4.4	-5.3	12.7	-3.1	-6.7	-2.3

(continued)
SMILES	MITF TRPM1 HTS	CDK5 p35 inh	HTR5A inv ctr	Wnt act	PvdQ inh	HTR5A ag ctr	SR-BI HDL uptake	V-ATPase pH	dFosB activator	NSD2 HMT inh
COc1ccccc1NS(=O)(=O)c1cc(NC(=O)c2ccco2)ccc1N1CCOCC1	-16.5	-1.6	16.5	-1.3	-11.2	-10.6	-17.9	-7.0	-12.7	26.2
Cc1ccc(C(=O)N/C(=C/c2ccco2)C(=O)N2CCC(C)CC2)cc1	1.7	1.4	10.6	0.6	-12.8	5.9	4.5	2.2	-15.7	-2.6
CCCCCCC(=O)N(O)C1CC(=O)N(c2ccc(Cl)cc2)C1=O (centres undefined)	/	-4.4	-7.1	51.8*	-1.9	3.8	8.2	1.3	-6.1	0.0
CN(CC(=O)Nc1ccc(F)cc1)C(=O)Cc1ccsc1	-9.5	0.2	4.8	0.8	-4.2	-1.9	2.0	2.8	-0.6	0.6
COc1ccc(S(=O)(=O)c2c(O)c3ccc(C(=O)Nc4ccc(F)cc4)cc3[nH]c2=O)cc1	-4.1	1.1	8.5	-2.3	12.2	-1.7	19.5	-6.6	-3.6	-2.5
CSc1ccccc1NC(=O)COC(=O)CSc1ccc(C)cc1	3.1	-7.6	-6.7	-1.2	2.3	2.7	-33.4	0.5	4.6	-3.2
CNc1nnc(-c2cc3cc(Cl)ccc3oc2=O)s1	76.6	1.9	-2.7	/	12.6	1.2	-4.9	-1.6	-5.4	18.5
O=C(Nc1ccc(Cl)cc1F)C1CC(=O)N(Cc2ccco2)C1 (centres undefined)	3.7	-0.7	13.0	0.2	1.0	-4.3	-1.5	-2.7	-4.2	4.5
Cc1ccc(-n2nnnc2-c2ccco2)cc1	-8.8	-2.3	15.1	/	-8.9	-1.4	-3.1	-0.6	8.1	-3.3
C#CCNC(=O)C1=C[C@H](C2CCCCC2)C[C@H](OCCCCO)O1	12.2	-1.0	14.0	-0.9	0.7	0.1	-28.1	-0.3	-4.6	/
CCOC(=O)N1CCC(N2CCN(Cc3ccc(C)o3)C(CCO)C2)CC1 (centres undefined)	3.7	1.4	-8.2	0.0	-3.0	-14.6	-11.5	-2.4	-9.0	-1.0
CN(C)CCN(C(=O)c1ccc2ccccc2c1)c1nc2ccc(Br)cc2s1	-3.9	-1.5	2.7	1.6	3.1	-0.7	6.3	3.0	14.9	-0.1
CCc1ccc(NC(=O)Cn2nnc(C(=O)NCc3cccs3)c2N)cc1	19.2	0.1	-9.3	-4.4	-3.6	3.3	-44.0	-3.0	9.1	1.2

Screening data (PubChem)
